Screening results as filed in PubChem BioAssay.
M1 ag parental: counter-screen for M1 agonists: effect in parental CHO-K1 cells. Fluo-8 calcium fluorescence; scaled to maximal ATP response, vehicle zero. activation, % at 3 µM. actives 0.48% (n = 360,000); in the data active means activation above about 15%;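 further: untransfected CHO-K1 host cells lacking M1 receptor as counterscreen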
OXTR potentiator: potentiators of human oxytocin receptor; activation, % at 3 µM; actives 0.061% (n = 320,000); AID 2445; P30559; CHO-OTR cells, Fluo-8 calcium fluorescence, potentiator mode; 0% = oxytocin EC15, 100% = EC100;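 active means activation above that plate's cutoff, the mean activation of tested compounds plus 3 SD, cut at about 6.6% in these data, passing the limit was not always enough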;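 further: 100% uses oxytocin at 75 nM as the full agonist control; some results filed as inactive read as strong as hits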
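assay system = CHO-OTR cells, human receptor | schedule = compound 6 min at room temperature before oxytocin, 100 s read | detection = Fluo-8 intracellular calcium fluorescence, ex 470-495, em 515-575 nm | evaluation = normalized max/min fluorescence ratio, % activation | control set = EC15 oxytocin alone as 0%, 75 nM oxytocin (EC100) as 100%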
CHO-K1 Ca antag: nonselective inhibitor or artifact in parental CHO-K1 cells; actives 0.6% (n = 360,000); inhibition, % at 3 µM; AID 602250; ATP-induced calcium, Fluo-8 fluorescence;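 active means inhibition above a per-plate cutoff, the plate's mean sample inhibition plus 3 SD, cut at about 24% in these data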;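 further: 0% = DMSO plus EC80 ATP and 100% = DMSO alone without ATP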
OXTR agonist: human OXTR agonism; actives 0.32% (n = 320,000); CHO-OTR cells, Fluo-8 calcium fluorescence; normalized: DMSO 0%, oxytocin 100%; activation, % at 3 µM; P30559;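 active means activation above the mean of all tested compounds plus 3 SD, cutoff set per screening run, cut at about 20% in these data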;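 further: peak over basal fluorescence ratio from a 100 s FLIPR kinetic read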
CHO parental Ca: counter-screen for OX1R antagonists: effect in parental CHO cells | inhibition, % at 5.6 µM | actives 0.63% (n = 330,000) | AID 463079 | parental CHO-K1, ATP-induced calcium, Fluo-8 fluorescence;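 active means inhibition above that plate's mean sample inhibition plus 3 SD, cut at about 26% in these data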;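 further: 0% = ATP-challenged DMSO wells and 100% = DMSO wells without ATP; some compounds past the cut are filed as inactive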
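Assay system – parental CHO cells · Reagent – ATP stimulus · Detection – intracellular calcium via Fluo-8 no-wash fluorescent dye · Evaluation – percent inhibition of ATP-evoked calcium rise, normalized to controls · Controls – ATP wells versus no-ATP DMSO wells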
GPR7 antag: antagonists of human GPR7 (neuropeptides B/W receptor 1); actives 1.1% (n = 290,000); GPR7-expressing cells, fluorescence antagonist assay; inhibition, % at 4.4 µM; in the data active means inhibition above about 16%, passing the limit was not always enough;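 further: cells stimulated with the agonist NPW; 0% = agonist with vehicle and 100% = vehicle without agonist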
TAAR1 antagonist: antagonists of human TAAR1; Q96RJ0; inhibition, % at 3 µM; CHO RD-HGA16 TAAR1, Fluo-8 calcium fluorescence, antagonist; actives 1.5% (n = 360,000);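 active means inhibition above a per-plate cutoff, the mean inhibition of test compounds on that plate plus 3 SD, cut at about 49% in these data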;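 further: 0% = DMSO plus EC80 beta-PEA response and 100% = DMSO alone without agonist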
Target sequence (Q96RJ0 whole entry, looked up): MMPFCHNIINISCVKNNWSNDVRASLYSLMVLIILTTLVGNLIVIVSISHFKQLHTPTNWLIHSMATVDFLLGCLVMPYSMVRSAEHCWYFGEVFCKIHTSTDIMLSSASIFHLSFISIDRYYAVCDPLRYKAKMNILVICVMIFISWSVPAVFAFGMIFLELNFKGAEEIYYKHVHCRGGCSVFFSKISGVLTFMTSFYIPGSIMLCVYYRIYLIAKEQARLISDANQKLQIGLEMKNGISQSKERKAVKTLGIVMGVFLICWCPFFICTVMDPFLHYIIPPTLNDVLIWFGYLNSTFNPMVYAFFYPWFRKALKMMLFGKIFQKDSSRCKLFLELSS
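test system = CHO RD-HGA16 cells bearing hTAAR1 | replication = singlicate | controls = DMSO-only wells and EC80 β-PEA-stimulated wells | reagent = EC80 β-phenethylamine stimulus | read-out basis = percent inhibition of PEA-evoked calcium signal, max/basal emission ratio | schedule = seeding 17-24 h prior, 75-min 37 °C, 30-min RT dye loading | signal = kinetic Fluo-8 calcium fluorescence measurement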
V1R ag counter: activates human V1a receptor in oxytocin agonist counter-screen. activation, % at 3 µM. actives 0.25% (n = 320,000). CHO-V1R cells, Fluo-8 calcium fluorescence, agonist mode; 0% DMSO, 100% 3 nM vasopressin;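 active means activation above the mean activation of all tested compounds plus 3 SD, per screening run, cut at about 20% in these data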;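 further: signal is peak over basal fluorescence ratio across a 100 second FLIPR read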
Target sequence (P37288 whole entry, looked up): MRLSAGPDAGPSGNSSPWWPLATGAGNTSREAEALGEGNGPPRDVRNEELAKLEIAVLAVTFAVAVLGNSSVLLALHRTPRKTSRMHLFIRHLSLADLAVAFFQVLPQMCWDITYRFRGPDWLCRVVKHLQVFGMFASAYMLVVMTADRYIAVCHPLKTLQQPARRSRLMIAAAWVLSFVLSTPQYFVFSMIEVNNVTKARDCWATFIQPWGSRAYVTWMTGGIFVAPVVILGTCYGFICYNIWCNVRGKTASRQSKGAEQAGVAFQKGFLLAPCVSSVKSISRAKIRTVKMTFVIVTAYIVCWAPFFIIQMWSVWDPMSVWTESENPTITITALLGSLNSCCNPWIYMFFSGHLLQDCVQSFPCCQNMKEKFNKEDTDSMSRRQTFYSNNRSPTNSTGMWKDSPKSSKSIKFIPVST
M1 PAM parental: counter-screen for M1 PAMs: effect in parental CHO-K1 cells | actives 0.02% (n = 360,000) | ATP EC20, Fluo-8 calcium fluorescence; 0% at ATP EC20, 100% at ATP max | activation, % at 3 µM;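 active means activation above the run cutoff, the mean activation of all test compounds plus 3 SD, cut at about 40% in these data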;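 further: peak over basal fluorescence ratio in a 140 s read after ATP addition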
* marks the source's active call; other numbers are inactive results; . = not tested or not shown.

Screens in order – M1 ag parental	CHO-K1 Ca antag	OXTR potentiator	TAAR1 antagonist	GPR7 antag	OXTR agonist	V1R ag counter	M1 PAM parental	CHO parental Ca
O=C(NCCCc1ccccc1)c1ccc(CS(=O)Cc2ccc(Cl)cc2)o1 (stereo unspecified)
  2.2	-12	-11	-6	-14	2.4	2.4	19	-26
Cn1c(=O)c2c(nc(CN3CCN(CCO)CC3)n2Cc2cccc3ccccc23)n(C)c1=O
  0.0	26*	-3	1	-10	-0.8	2.0	-8	-16
CN(C)CCCN(C(=O)c1ccc(Cl)s1)c1nc2cc3c(cc2s1)OCO3
  2.6	-6	-19	4	8	2.4	1.6	11	-14
CCOc1ccccc1NC(=O)C1Cc2ccccc2CN1S(C)(=O)=O (stereo unspecified)
  0.7	-5	-4	11	-3	0.3	-0.6	20	-3
O=C(COC(=O)c1ccccc1Br)NCC1CCCO1 (stereo unspecified)
  0.1	-1	4	16	.	2.9	1.1	7	-1
CSc1cccc(NC(=O)c2nnn(Cc3ccccc3)c2N)c1
  0.3	-4	-6	15	3	1.5	1.5	5	0
O=C(NCC1CCCO1)c1ccc2c(c1)N(Cc1ccc(F)cc1)CCS2 (stereo unspecified)
  1.0	-15	-3	0	5	-1.2	1.1	15	-32
CN(Cc1ccccc1)S(=O)(=O)c1nnc(NC(=O)c2ccccc2)s1
  0.3	-9	-11	5	-3	5.8	7.3	6	2
c1ccc(-c2cc(-c3ccccc3)on2)cc1
  0.3	-9	1	11	-9	-0.1	-0.7	15	0
COc1ccc2c(c1)cc(C)c1nnc(SCC(=O)N3CCN(C(=O)c4ccco4)CC3)n12
  .	.	-7	.	.	-1.4	-1.0	.	-7
OC[C@@H]1CN(Cc2ccc3c(c2)OCO3)C[C@H](n2cnc3c(NC4CC4)ncnc32)O1
  0.6	6	.	-12	.	.	.	-10	.
Cc1cccc(C)c1NC(=O)c1ccc2sc([C@@H]3O[C@H](CO)[C@H](O)[C@H](O)[C@H]3O)nc2c1
  0.2	8	.	-13	.	.	.	2	.
CC(C)(C)n1nnnc1C(c1cccs1)N(Cc1cccnc1)CC1CCCO1 (stereo unspecified)
  -0.8	14	-15	8	11	-2.1	-1.3	-8	-15
O=C(CCCC(=O)N(c1ccc2c(c1)OCCO2)C(C(=O)NC1CCCCC1)c1ccc(F)cc1)Nc1ccccn1 (stereo unspecified)
  -0.7	14	-6	-2	4	-1.7	-0.7	-14	-13
CC(C)OC(=O)CC(=O)CSc1nc2c(cc1C#N)CCCCCC2
  1.1	-17	-11	4	-11	-0.9	-0.2	22	-7
O=C(c1ccc(Cl)c(S(=O)(=O)N2CCOCC2)c1)N1CCCCCC1
  2.0	-10	-3	6	3	2.5	0.4	2	-8
CCN(CC)CCNC(=O)c1ccc(NC(=O)Cc2ccccc2F)cc1
  0.1	3	-6	0	3	0.2	-0.5	4	-9
Cc1c(C(=O)NCc2ccc3c(c2)OCO3)sc(=O)n1Cc1ccc(S(=O)(=O)N(C)C)cc1
  5.8	1	.	14	.	.	.	8	.
CC(NC(=O)C1CCC(C(=O)NC(C)c2ccccc2)CC1)c1ccccc1 (stereo unspecified)
  -0.5	4	-3	3	-14	-0.2	0.6	2	-5
C#CCO[C@@H]1C[C@H](n2cnc3c(NC(=O)c4ccccc4)ncnc32)O[C@@H]1CO
  -0.2	-5	-1	5	.	-0.7	1.3	-17	-1

One compound at a time, from the list above.
`CC(C)(C)n1nnnc1C(c1cccs1)N(Cc1cccnc1)CC1CCCO1` (stereo unspecified) in the list: M1 ag parental = -0.8; CHO-K1 Ca antag = 14; OXTR potentiator = -15; TAAR1 antagonist = 8; GPR7 antag = 11; OXTR agonist = -2.1; V1R ag counter = -1.3; M1 PAM parental = -8; CHO parental Ca = -15
`CCOc1ccccc1NC(=O)C1Cc2ccccc2CN1S(C)(=O)=O` (stereo unspecified) in the list: M1 ag parental = 0.7; CHO-K1 Ca antag = -5; OXTR potentiator = -4; TAAR1 antagonist = 11; GPR7 antag = -3; OXTR agonist = 0.3; V1R ag counter = -0.6; M1 PAM parental = 20; CHO parental Ca = -3
`Cn1c(=O)c2c(nc(CN3CCN(CCO)CC3)n2Cc2cccc3ccccc23)n(C)c1=O` in the list: M1 ag parental = 0.0; CHO-K1 Ca antag = 26*; OXTR potentiator = -3; TAAR1 antagonist = 1; GPR7 antag = -10; OXTR agonist = -0.8; V1R ag counter = 2.0; M1 PAM parental = -8; CHO parental Ca = -16

Given tab-delimited: entries from further up
molecule	M1 ag parental	CHO-K1 Ca antag	OXTR potentiator	TAAR1 antagonist	GPR7 antag	OXTR agonist	V1R ag counter	M1 PAM parental	CHO parental Ca
O=C(CCCC(=O)N(c1ccc2c(c1)OCCO2)C(C(=O)NC1CCCCC1)c1ccc(F)cc1)Nc1ccccn1 (stereo unspecified)	-0.7	14	-6	-2	4	-1.7	-0.7	-14	-13
c1ccc(-c2cc(-c3ccccc3)on2)cc1	0.3	-9	1	11	-9	-0.1	-0.7	15	0

The listing continues.
Screens in order – M1 ag parental	CHO-K1 Ca antag	OXTR potentiator	TAAR1 antagonist	GPR7 antag	OXTR agonist	V1R ag counter	M1 PAM parental	CHO parental Ca
COc1ccccc1-c1nnc(NC(=O)c2ccc(S(=O)(=O)N3CCOCC3)cc2)o1
  0.3	-3	-8	-18	1	-1.1	0.1	4	19
CCOC(=O)c1cc(-c2ccco2)nc2c1c(C)nn2-c1cccc(Cl)c1
  0.1	-4	-5	-1	-4	0.3	-0.6	14	-15
CCN(CC)C(=O)C1=C(C)N(Cc2ccc(OC)cc2)C(=O)C(CC(=O)NCCc2ccccn2)C1 (stereo unspecified)
  0.4	0	.	-6	.	.	.	6	.
Cc1ccccc1-c1nc(S(=O)(=O)c2ccc(Cl)cc2)c(NCCN2CCOCC2)o1
  0.9	-2	-1	13	-5	0.5	-0.3	4	-22
COc1ccc(Cl)cc1NS(=O)(=O)c1cccc(C(=O)NCC2CCCO2)c1 (stereo unspecified)
  2.3	-14	-2	-7	-4	1.5	1.3	18	-2
Cc1cccc(N=c2oc3cc(O)ccc3cc2C(N)=O)c1
  0.9	-9	-17	0	-6	6.3	3.5	4	11
CC(C(=O)NCCS(=O)(=O)c1ccc(Br)cc1)S(=O)(=O)c1ccc(Cl)cc1 (stereo unspecified)
  -0.1	2	-1	-19	-9	0.0	2.2	1	-27
COCCN(CCOC)c1ncnc2c1cnn2-c1ccccc1
  0.7	5	-1	3	.	-0.2	0.2	-1	-6
C[C@H]1CN([C@@H](C)CO)C(=O)CCCn2cc(nn2)CO[C@@H]1CN(C)C(=O)OCc1ccccc1
  0.6	9	.	-20	.	.	.	17	.
COc1cc(C)ccc1OCc1cc(C(=O)NCc2ccncc2)no1
  1.5	-13	-6	-15	-23	-0.6	0.7	24	-12
Cc1cccc(N2CC(C)Cn3c2nc2c3c(=O)n(CC(=O)OCc3ccccc3)c(=O)n2C)c1 (stereo unspecified)
  2.5	-5	-17	32	-5	-2.0	-0.9	12	-14
CCCCC1Cc2[nH]c(=S)[nH]c(=O)c2C(c2ccc3ccccc3c2)O1 (stereo unspecified)
  0.4	-16	.	-6	.	.	.	15	.
COc1ccc(-n2ncc3c2CC(C)(C)CC3NC(=O)c2ccc(OC)o2)cc1 (stereo unspecified)
  -0.3	-13	0	-28	2	-1.4	0.0	8	-17
O=C1c2cccnc2Oc2ccc(Cl)cc2N1Cc1ccc(F)cc1
  3.2	-4	-11	4	3	-0.5	-0.8	19	-20
CN1CCCN(C(=O)C2CCC(C(=O)N3CCCN(C)CC3)CC2)CC1 (stereo unspecified)
  0.4	-14	-9	-18	-13	0.2	-0.1	9	8
COc1ccc2ccn(C)c2c1
  0.2	11	2	2	.	1.3	0.0	-9	-1
Cc1nn(-c2ccc(F)cc2)c(C)c1NS(=O)(=O)c1ccc2ccccc2c1
  6.5	-3	-5	16	-15	-1.4	1.1	20	-26
Cc1cc(/C=N/NC(=O)C(O)(c2ccccc2)c2ccccc2)c(C)n1-c1cccc(C(=O)O)c1
  0.6	-14	-5	-12	-7	0.5	-0.8	2	15
CCC1CCC2(CC1)NC(=O)N(CC(=O)Nc1cccc(S(=O)(=O)N(C)c3ccccc3)c1)C2=O (stereo unspecified)
  0.9	-18	0	-6	.	0.7	1.0	-4	-22
CNc1ncc(C(=O)c2ccc(Cl)c(Cl)c2)s1
  2.4	-11	-4	-2	-13	1.1	4.8	18	-4

Next section (2 carried over from the part before).
Screens in order – M1 ag parental	CHO-K1 Ca antag	OXTR potentiator	TAAR1 antagonist	GPR7 antag	OXTR agonist	V1R ag counter	M1 PAM parental	CHO parental Ca
CCC1CCC2(CC1)NC(=O)N(CC(=O)Nc1cccc(S(=O)(=O)N(C)c3ccccc3)c1)C2=O (stereo unspecified)
  0.9	-18	0	-6	.	0.7	1.0	-4	-22
CNc1ncc(C(=O)c2ccc(Cl)c(Cl)c2)s1
  2.4	-11	-4	-2	-13	1.1	4.8	18	-4
CCc1nc2ccc(C(=O)N(C)Cc3ccccc3)cn2c1N(C)CCCc1ccccc1
  0.5	2	.	6	.	.	.	7	.
CCOC(=O)/C=C1/SCC(=O)N1CC(=O)NC12CC3CC(CC(C3)C1)C2
  -0.4	-10	.	-41	.	.	.	30	.
NC(=O)C1(N2CCCCC2)CCN(CC(=O)Nc2ccccc2-c2ccccc2)CC1
  0.2	-11	-5	2	-6	-0.6	0.4	8	-8
Clc1ccc(-c2nc(-c3ccncc3)no2)c(Cl)c1
  1.5	-6	2	-5	.	-1.3	0.1	5	-6
CCCOc1ccc(Cn2cnc3ccccc32)cc1
  3.5	25*	-8	6	2	8.0	4.8	4	-6
CSCCC(NC(=O)C1CCC(C)CC1)C(=O)NCc1ccco1 (stereo unspecified)
  0.1	-4	7	5	0	0.1	-0.1	-8	-4
O=C(CN1C(=O)C2CCCCC2C1=O)Nc1nc(-c2ccc(F)cc2)cs1 (stereo unspecified)
  7.2	-2	-7	36	.	-1.2	2.3	-8	9
COc1cc(C(=O)OCC(=O)c2cc(C)n(C)c2C)cc(OC)c1OC
  0.6	12	-3	-19	0	-1.7	0.3	-5	-12
CC(OC(=O)c1ccncc1)C(=O)NC1CCCC1 (stereo unspecified)
  0.6	-15	-2	-8	-12	0.2	-0.9	6	-5
C#CCCOC(=O)N1C2=NC(C(=O)OC)=C(C(=O)OC)[C@@H]3N(Cc4ccccc4)c4ccccc4[C@]23C[C@H]1C(=O)OC
  0.6	-18	-6	.	.	-0.5	0.7	20	-13
